Source: PubChem BioAssay
NCOA3 inh: inhibitors of human steroid receptor coactivator 3 (SRC3) | inhibition, % at 3.6 µM | Q9Y6Q9 | AID 588352 | actives 0.17% (n = 360,000) | HEK293 GAL4-SRC3 luciferase reporter, luminescence;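 active = inhibition above a per-campaign cutoff, the mean of all compounds plus 3 SD, cut at about 60% in these data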;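 note: 0% = DMSO-treated cells and 100% = gossypol-treated cells at 36 µM; higher means less SRC3-driven luciferase light from the GAL4 reporter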
MC4R antag cAMP: human MC4R antagonism in cAMP assay | P32245 | actives 0.48% (n = 360,000) | AID 540295 | inhibition, % at 6.5 µM | MC4R-expressing cells, MTII-stimulated cAMP, LANCE TR-FRET;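 active = inhibition above its plate's cutoff, the mean of tested wells on that plate plus 3 SD, cut at about 29% in these data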;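 note: 0% = Melanotan II alone and 100% = Melanotan II plus saturating MCL0020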
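system = U2OS cells with stable human MC4R expression | also added = Melanotan II challenge after compound preincubation | dosing = one concentration, 6.5 µM nominal | incubation = compound 30 min, challenge 1 h, detection 1 h | measured by = TR-FRET with Eu-cAMP and labeled anti-cAMP, 671 nm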
NCOA2 inhibitor: inhibits human steroid receptor coactivator 2. HEK293 GAL4-SRC2 luciferase reporter, luminescence. actives 0.17% (n = 370,000). inhibition, % at 9 µM. Q15596;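 active = inhibition above the mean inhibition of all tested compounds plus 3 SD, set per campaign, cut at about 52% in these data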;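 note: 0% = DMSO treated cells and 100% = cells given Gossypol at 36 µM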
LMP1 NFkB inh: reduces LMP1-driven NF-kappaB luciferase signal. inhibition, % at 12.5 µM. actives 0.69% (n = 350,000). AID 504558. LMP1-induced NF-kappaB luciferase reporter cells, luminescence; in the data active = inhibition above about 41%;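 note: 0% = neutral control wells and 100% = reference inhibitor control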
NCOA1 inh: inhibits human SRC1 coactivator; actives 0.12% (n = 360,000); AID 588354; inhibition, % at 3.6 µM; HEK293 GAL4-SRC1 luciferase reporter, luminescence;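 active = inhibition above the campaign mean plus 3 SD, with each screening campaign given its own cutoff, cut at about 60% in these data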;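 note: 0% = DMSO treated cells and 100% = gossypol at 36 µM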
NR5A2 inv ag: NR5A2 inverse agonism in reporter assay; HEK293T StAR-luciferase reporter, LRH-1 transfected, 24 h; inhibition, % at 3.6 µM; actives 0.13% (n = 360,000);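 active = inhibition above the mean inhibition of all tested compounds plus 3 SD, cut at about 73% in these data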;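 note: 0% = DMSO wells and 100% = reporter-only cells lacking LRH-1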
NOD2-RIPK2 inh: NOD2-RIPK2 protein interaction inhibition | O43353 | CHO BLA complementation NOD2-RIPK2, CCF4 ratio | inhibition, % at 4.98 µM | actives 0.38% (n = 360,000) | AID 624267; in the data active = inhibition above about 21%;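 note: 0% = vehicle only and 100% = reference blocker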
Target sequence (O43353 whole entry, looked up): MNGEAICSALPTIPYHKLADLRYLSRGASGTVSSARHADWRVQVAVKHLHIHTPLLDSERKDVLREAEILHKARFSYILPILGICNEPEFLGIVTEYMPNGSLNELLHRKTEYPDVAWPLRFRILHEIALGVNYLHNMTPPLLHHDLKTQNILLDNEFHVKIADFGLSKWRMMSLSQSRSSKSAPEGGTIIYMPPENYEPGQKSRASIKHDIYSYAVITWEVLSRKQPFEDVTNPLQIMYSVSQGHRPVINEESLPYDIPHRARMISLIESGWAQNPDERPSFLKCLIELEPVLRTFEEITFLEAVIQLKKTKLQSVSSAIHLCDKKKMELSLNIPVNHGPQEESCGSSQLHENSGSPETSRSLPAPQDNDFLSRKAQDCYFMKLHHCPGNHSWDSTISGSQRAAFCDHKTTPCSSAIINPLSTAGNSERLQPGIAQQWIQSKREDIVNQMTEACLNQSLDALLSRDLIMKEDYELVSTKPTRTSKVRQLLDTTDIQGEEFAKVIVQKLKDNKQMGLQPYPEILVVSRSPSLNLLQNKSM
MC4R barr agon: activates human MC4R beta-arrestin recruitment. U2OS MC4R beta-arrestin complementation, luminescence; percent of melanotan II response, DMSO zero. activation, % at 8.9 µM. actives 0.98% (n = 360,000). AID 540308;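 active = activation above a per-plate cutoff, the mean activation of sample wells on that plate plus 3 SD, cut at about 8% in these data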
COUP-TFII inh: NR2F2 (human) inhibition, primary screen. P24468. HEK293T NGFI-A luciferase reporter, luminescence. inhibition, % at 8.6 µM. actives 0.7% (n = 370,000);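 active = inhibition above a per-plate cutoff, mean inhibition of test wells between control levels plus 3 SD, cut at about 38% in these data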;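 note: cells cotransfected with COUP-TFII expression vector driving the NGFI-A reporter; 0% = median of COUP-TF2 test wells and 100% = reporter-only cells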
Target sequence (P24468 whole entry, looked up): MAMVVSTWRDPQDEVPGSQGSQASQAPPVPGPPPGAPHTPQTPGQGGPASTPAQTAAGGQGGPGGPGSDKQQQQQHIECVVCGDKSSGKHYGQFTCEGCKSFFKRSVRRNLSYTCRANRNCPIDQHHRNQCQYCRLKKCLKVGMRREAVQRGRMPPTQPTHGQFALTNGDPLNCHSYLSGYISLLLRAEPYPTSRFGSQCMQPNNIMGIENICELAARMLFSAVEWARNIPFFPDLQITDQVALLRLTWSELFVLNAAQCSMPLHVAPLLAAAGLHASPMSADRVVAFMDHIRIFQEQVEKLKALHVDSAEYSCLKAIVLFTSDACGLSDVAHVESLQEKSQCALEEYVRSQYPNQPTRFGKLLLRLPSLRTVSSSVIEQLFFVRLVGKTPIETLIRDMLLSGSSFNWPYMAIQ
ABHD5 PLIN5 PPI: ABHD5-PLIN5 protein interaction inhibition. Split G. princeps luciferase complementation, luminescence, 4 h. actives 0.78% (n = 360,000). inhibition, % at 4 µM. Q00G26+Q8WTS1;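 active = inhibition above the mean inhibition across every tested compound plus 3 SD, cut at about 22% in these data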;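 note: 0% = DMSO only wells and the 100% control is not disclosed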
TLR9-MyD88 inh: blocks human TLR9 binding to MyD88; inhibition, % at 4.98 µM; CHO BLA complementation TLR9-MyD88, CCF4 FRET ratio; AID 504734; actives 0.21% (n = 340,000); Q9NR96+Q99836;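 active = inhibition above the mean over all tested compounds plus 3 SD, cut at about 21% in these data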;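 note: 0% = DMSO only wells and 100% = clavulanate BLA inhibitor control wells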
The depositor's hits bear a star; nt = not tested or not shown.

SMILES	NCOA3 inh	MC4R antag cAMP	NCOA2 inhibitor	LMP1 NFkB inh	NCOA1 inh	NR5A2 inv ag	NOD2-RIPK2 inh	MC4R barr agon	COUP-TFII inh	ABHD5 PLIN5 PPI	TLR9-MyD88 inh
CCOC(=O)c1cnc2c(Cl)cc(Cl)cc2c1NCCOCCO	7	3	-16	11	-12	19	-8	-0.7	15	4	0
CC(C)OCCCNC(=S)Nc1ccc2nc3n(c(=O)c2c1)CCCCC3	20	4	-18	1	6	3	-16	0.8	-6	8	2
CCc1nnc(NC(=O)c2ccc(OC)cc2OC)s1	-66	3	-39	16	-126	-129	-4	1.4	-31	-2	2
Cc1ccc(-c2c(C)n([O-])c3c([n+]2=O)CCCC3)cc1	-9	4	10	-2	1	-24	0	-2.2	-2	-3	8
O=C1Nc2ccc([N+](=O)[O-])cc2OC1CCN1CCN(Cc2ccc3c(c2)OCO3)CC1 (stereo not given)	4	-3	8	2	-1	-1	2	1.0	5	8	-11
O=C(CN1CCN(C2CCCCC2)CC1)c1ccc2cc[nH]c2c1	8	0	9	17	12	29	-5	1.4	1	1	2
CC(=O)Nc1ccc(-c2csc(NC(=O)Cc3cccc(F)c3)n2)cc1	-2	3	-5	-10	4	16	-3	0.8	1	-2	1
O=C(CCNC(=O)c1ccccc1)OCN1C(=O)c2ccccc2C1=O	5	3	0	1	6	-3	-3	-0.4	15	7	4
O=C(CCl)N1c2ccccc2Sc2ccc3ccccc3c21	8	18	nt	32	6	-2	4	-0.5	nt	7	20
O=C(CN1C(=O)S/C(=C\C=C\c2ccccc2)C1=O)NC1CCS(=O)(=O)C1 (stereo not given)	-60	-19	-40	-20	-94	-43	-14	-3.8	-35	16	-4
O=C(O)COc1ccc(/C=N/n2c(COc3ccccc3)nc3ccccc3c2=O)cc1	-19	-7	-28	-30	-24	-57	9	-1.0	-4	-6	5
C=CCN1N=C(/C=C/c2ccccc2)CCC1=O	-7	-3	-20	-1	-2	-13	9	-0.1	-15	1	1
COc1ccc(CN2CCCC(C(=O)c3ccc(SC)cc3)C2)cc1Cn1cccn1 (stereo not given)	0	-6	10	-5	0	5	-4	1.6	-13	4	-1
Cc1[nH]c2ccccc2c1/C=N/Nc1ccc([N+](=O)[O-])cc1	12	4	-3	-27	-12	48	28*	-5.8	-8	17	26*
Cc1ccc(Cc2ccc(C(=O)NNC(N)=S)o2)cc1	3	13	7	0	-8	-2	-13	-2.7	18	-5	17
COC(=O)[C@H](CC(C)C)NC(=O)Cn1cnc(C(=O)Nc2ccc(C)c(C)c2)n1	-42	1	-21	-6	-28	-63	-1	-1.0	-28	1	8
CSc1ccc(CN2C(=O)NC3(CCCCCC3)C2=O)cc1	-1	-7	-8	-4	-2	-27	-5	-1.2	9	4	-14
CCN1C(=O)[C@@H]2[C@@H](c3ccc(-c4ccc(Cl)c(Cl)c4)c(OC)c3)N3CCCC[C@@]3(C(=O)OC)[C@@H]2C1=O	-17	0	13	7	-2	-3	-1	-2.0	8	-1	8
CCN(CC)S(=O)(=O)c1ccc2oc(C(=O)NCc3ccc(C)cc3)c(C)c2c1	7	4	18	7	22	13	-8	-1.7	7	-8	1
O=C(CNS(=O)(=O)c1cccs1)Nc1ccc2c(c1)OCCO2	-35	-4	-91	-3	-36	-55	-1	0.4	-3	-7	2
CCC(C)(C)n1nnnc1C(c1ccccc1)N1CCc2ccccc2C1 (stereo not given)	8	-7	-35	-7	-5	5	-9	-2.6	8	-2	-1
CCCCOC(=O)n1c(SCC(=O)N(CC)CC)nc2ccccc21	0	2	-27	-6	17	-16	2	-1.5	-7	-6	-5
CCC1(CC)NC(=O)N(CC(=O)OCc2nc3cc(C(=O)OC)ccc3c(=O)[nH]2)C1=O	12	0	9	0	-21	10	-2	-1.0	7	4	0
Cc1cccc(N2CCN(C(=O)c3cc4c(=O)n(C)c5ccccc5c4n3C)CC2)c1C	-19	3	-11	22	-4	-18	-10	-0.7	-3	-4	4
O=C(Nc1ccccc1)N1CCCN(Cc2c(F)cccc2Cl)CC1	10	-3	-8	3	14	2	-5	-1.1	2	2	-2

Full records from above. Screens in order: NCOA3 inh	MC4R antag cAMP	NCOA2 inhibitor	LMP1 NFkB inh	NCOA1 inh	NR5A2 inv ag	NOD2-RIPK2 inh	MC4R barr agon	COUP-TFII inh	ABHD5 PLIN5 PPI	TLR9-MyD88 inh
COc1ccc(CN2CCCC(C(=O)c3ccc(SC)cc3)C2)cc1Cn1cccn1 (stereo not given) is listed as 0	-6	10	-5	0	5	-4	1.6	-13	4	-1
O=C1Nc2ccc([N+](=O)[O-])cc2OC1CCN1CCN(Cc2ccc3c(c2)OCO3)CC1 (stereo not given) is listed as 4	-3	8	2	-1	-1	2	1.0	5	8	-11
CSc1ccc(CN2C(=O)NC3(CCCCCC3)C2=O)cc1 is listed as -1	-7	-8	-4	-2	-27	-5	-1.2	9	4	-14

Following part:
SMILES	NCOA3 inh	MC4R antag cAMP	NCOA2 inhibitor	LMP1 NFkB inh	NCOA1 inh	NR5A2 inv ag	NOD2-RIPK2 inh	MC4R barr agon	COUP-TFII inh	ABHD5 PLIN5 PPI	TLR9-MyD88 inh
CC(=O)N1CCN(S(=O)(=O)c2cccc(C(=O)OCC(=O)NCc3ccccc3Cl)c2)CC1	-15	5	6	-3	-13	6	5	-1.5	0	0	5
CCOc1ccc(Br)cc1S(=O)(=O)N1CCCC1	5	2	13	-15	12	3	1	-2.4	6	3	9
O=CNc1ccc2c(c1)Cc1cc([N+](=O)[O-])ccc1-2	-6	2	-17	14	-14	30	12	-2.3	-18	1	0
O=C(CN1CCN(S(=O)(=O)c2ccc(Br)cc2)CC1)N/N=C/c1cccnc1	23	16	-9	10	-31	-5	3	1.6	15	1	-14
O=c1[nH]ncc(NCc2ccc(Cl)cc2)c1Cl	12	10	-13	7	1	-3	6	0.2	-17	8	-9
C=CCOc1ccc(C=CC(=O)c2c(O)c(OC)c(OC)c(OC)c2OC)cc1	19	15	11	8	0	25	-5	0.0	18	59*	-6
Cc1nc(C)c(C(=O)N/N=C/c2c[nH]c3ccccc23)s1	11	1	nt	-17	13	19	-8	-0.8	nt	6	-7
CC1(OC(=O)C2CCCC2)C(=O)C=C2C=C(c3ccsc3)N(Cc3ccccc3)C=C2C1=O (stereo not given)	-14	-2	-20	4	5	1	1	-1.0	7	-10	4
Cc1ccc(C(=O)O)c(NC=O)c1OCc1ccccc1	-4	-5	-24	-1	-1	11	-4	0.3	5	0	-11
O=C(Nc1ccsc1C(=O)O)c1ccccc1Cl	-27	4	-10	-9	-17	16	7	-1.4	2	-2	-3
Cc1ccc(NS(=O)(=O)c2cccc(C(=O)NCC(c3cccs3)N3CCOCC3)c2)cc1 (stereo not given)	11	-2	3	0	-19	-3	-4	-2.1	10	1	1
Cc1c(C(=S)NC(=O)C2CC2)c(=O)n(-c2ccccc2)n1C	3	6	-21	-1	2	2	-9	-1.4	7	-2	-8
Cc1csc(N(C)C(=O)CSc2nnc(COc3cccc4ccccc34)o2)n1	29	3	5	7	21	-1	4	0.0	-9	-12	9
CC1=C(C(=O)OCc2ccccc2)C(c2cccc(Br)c2)NC(=O)N1 (stereo not given)	-8	2	-5	-9	-25	9	-3	-2.2	29	6	-4
CCn1c(SCC(=O)Nc2ccc(OC)cc2)nc2c1c(=O)n(C)c(=O)n2C	3	-17	-4	1	-3	2	-4	1.1	3	-9	0
CCSC(=O)CCCCCCCCCCCO	1	-3	-30	1	-12	-9	-22	4.0	-2	-1	2
COC(=O)c1sc2nc3c(cc2c1N)C(=O)CC(C)(C)C3	-14	15	5	-8	2	3	5	-3.2	-5	-6	4
CCNC(=O)C1(C)CCCN(Cc2cc3ccccc3o2)C1 (stereo not given)	-5	3	-9	nt	9	-126	-4	-1.6	7	4	nt
NC(=O)c1nnn(-c2ccc([N+](=O)[O-])cc2)c1-c1ccccc1	20	18	-51	1	-12	1	-3	-0.7	5	8	5
NC(=O)c1ccc(NC(=O)CCC(=O)c2cccs2)cc1	-17	7	-23	-6	6	8	3	-3.0	-9	-9	-3
CCOC(=O)N1CCC(c2cc(=O)n3[nH]c(C)c(-c4ccc(F)cc4)c3n2)CC1	1	-6	-5	16	6	1	-2	-2.4	8	-1	-5
Cc1ccc(C(=O)NCC(=O)N2CCCN(C)CC2)cc1C	9	9	4	-7	6	-29	-5	-1.2	11	10	-6
COc1cc(NS(C)(=O)=O)cc(OC)c1OC	17	-4	-42	-5	-11	11	3	-1.1	-1	2	-1
COc1ccc(Nc2nc(N3CCN(C)CC3)nc3ccccc23)c(OC)c1	-2	3	-4	-5	15	-5	6	-3.1	-4	11	-4
COc1ccccc1CNC(=O)C/C(C)=N/NC(=O)COc1ccc(C)cc1Br	15	4	7	2	-44	14	-4	0.1	-4	2	-2
SMILES	NCOA3 inh	MC4R antag cAMP	NCOA2 inhibitor	LMP1 NFkB inh	NCOA1 inh	NR5A2 inv ag	NOD2-RIPK2 inh	MC4R barr agon	COUP-TFII inh	ABHD5 PLIN5 PPI	TLR9-MyD88 inh
Cc1ccc(NC(=O)C2CCN(c3cnccn3)CC2)cc1C	6	8	2	2	9	1	9	-3.4	3	1	-10
N#CC(=NCc1cccnc1)C1=C(O)c2ccccc2C1=O	-5	-3	-9	-1	12	10	-4	1.8	-10	0	2
CCc1ccc(NC(=O)C2=CC(c3ccc(OC)cc3)=NS(=O)(=O)N2C)cc1	-8	12	-6	-11	10	-2	-4	4.2	-6	-1	-4
COc1cc(OC)c(N(C)S(=O)(=O)c2cccc(C(=O)OCC(=O)N(C)Cc3ccccc3)c2)cc1Cl	22	8	-17	3	-18	13	-10	0.0	-17	3	8
CCOc1ccccc1-n1c(COc2ccccc2)nnc1SCC(N)=O	-14	7	2	-6	12	2	-5	-0.6	-1	-2	-7
Cc1cc(C(F)(F)F)nc(Nc2nc(C)c3ccccc3n2)n1	1	6	-5	3	-2	-10	-6	-1.4	6	-3	-1
O=C(c1ccc(Cl)c([N+](=O)[O-])c1)N(Cc1ccco1)C1CCS(=O)(=O)C1 (stereo not given)	9	6	-9	7	-9	-3	-3	-2.2	11	3	4
CC(Nc1nc2ccccc2n2cnnc12)c1ccccc1 (stereo not given)	-16	-7	-29	1	-29	-16	-8	-2.5	-8	5	1
COc1ccc(S(=O)(=O)N2CCCCC2)cc1NC(=O)c1ccccc1	5	-3	-24	-2	-32	12	2	-0.9	-7	-1	10
COC(=O)C(Cc1ccccc1)NC(=O)c1cc(=O)[nH]c2ccccc12 (stereo not given)	-4	-5	-39	-4	-2	-1	5	-0.6	-11	7	1
O=C(NCCCc1ccccc1)C(=O)NCC1OCCN1S(=O)(=O)c1ccc(F)cc1 (stereo not given)	15	6	0	-2	11	-4	-1	-3.9	11	-8	5
COC(=O)c1cn(C(=O)c2ccc(C)c(C)c2)c2ccccc12	7	-3	-3	9	-5	3	-9	1.1	9	2	8
COc1cc(C2C(C#N)=C(N)N(N(C)C)C3=C2C(=O)CC(C)(C)C3)cc(OC)c1OC (stereo not given)	-14	3	-27	-4	6	-7	-10	-0.4	-10	-7	-8

These rows are one share of the data, so the mix of outcomes need not match the whole.
